ASAP1 inh = ASAP1 ArfGAP inhibition; actives 0.19% (n = 360,000); ASAP1-stimulated ARF1 GTP hydrolysis, GDP FP detection; Q9ULH1; inhibition, % at 16.5 µM; AID 624377; in the data active = inhibition above about 25%;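 note: 0% = vehicle with enzyme and substrate and 100% = no enzyme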
Target sequence (Q9ULH1 325-724 limits assumed): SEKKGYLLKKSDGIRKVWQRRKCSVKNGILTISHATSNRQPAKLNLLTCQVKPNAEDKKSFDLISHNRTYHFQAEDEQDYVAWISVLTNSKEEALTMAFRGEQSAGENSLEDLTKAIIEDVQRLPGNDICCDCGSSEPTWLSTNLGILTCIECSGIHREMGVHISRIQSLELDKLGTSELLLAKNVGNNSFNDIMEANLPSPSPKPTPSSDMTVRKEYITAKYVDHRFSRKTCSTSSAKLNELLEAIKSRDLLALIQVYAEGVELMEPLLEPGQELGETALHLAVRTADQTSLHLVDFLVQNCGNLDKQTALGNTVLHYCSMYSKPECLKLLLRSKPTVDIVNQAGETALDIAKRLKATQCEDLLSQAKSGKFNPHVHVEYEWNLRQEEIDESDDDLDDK
ADAM17 inh = ADAM17 inhibition, QFRET primary screen. actives 0.83% (n = 370,000). recombinant ADAM17, EDANS/DABCYL FRET peptide cleavage. AID 720648. inhibition, % at 6.95 µM. P78536;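 active = inhibition above the mean of compounds lying between control limits plus 3 SD, set per campaign, cut at about 8.5% in these data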;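 note: 0% = DMSO-only wells as the low control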
ARFGAP1 inhibitor = inhibitors of rat ARFGAP1; Q62848; Arfgap1-stimulated ARF1 GTP hydrolysis, GDP FP detection; inhibition, % at 16.5 µM; actives 0.26% (n = 360,000);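 active = inhibition above a per-plate limit, mean inhibition of low control wells plus 3 SD, cut at about 25% in these data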;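 note: 0% = DMSO wells with enzyme and 100% = wells lacking Arfgap1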
Target sequence (Q62848 1-136 limits assumed): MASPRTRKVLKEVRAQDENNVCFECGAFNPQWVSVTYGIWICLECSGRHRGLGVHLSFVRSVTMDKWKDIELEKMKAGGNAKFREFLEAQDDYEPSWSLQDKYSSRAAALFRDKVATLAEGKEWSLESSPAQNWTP
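Material: truncated rat Arfgap1 GAP domain; Incubation: compound-enzyme preincubation 20 min, reaction 120 min, detection 60 min, 25 °C; Read-out: percent inhibition of Arfgap1-stimulated GTP hydrolysis; Technique: FP, GDP Alexa 633 tracer displaced from anti-GDP antibody, 620/688 nm; Controls: No-Arfgap1 wells (100%) versus DMSO full-reaction wells (0%); Replication: single well per compound.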
PLC-gamma1 inh = inhibitors of human phospholipase C gamma1; actives 0.84% (n = 370,000); purified PLC-gamma1, fluorogenic substrate, fluorescence; inhibition, % at 12.2 µM; AID 720700; P19174; in the data active = inhibition above about 9.5%
Tn7 DDE FP = inhibitors of Tn7 peptide binding to human fibrin DD(E); FP displacement of FITC-Tn7 peptide from fibrin DD(E); 0% = median of compound wells per plate; P02675; inhibition, % at 8.3 µM; AID 720508; actives 0.13% (n = 370,000);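 active = inhibition above the mean of compounds falling within the control limits plus 3 SD of them, cut at about 14% in these data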;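 note: 0% = plate median of compound wells and 100% = 10 µM Aha-Tn7 peptide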
Target sequence (P02675 whole entry, looked up): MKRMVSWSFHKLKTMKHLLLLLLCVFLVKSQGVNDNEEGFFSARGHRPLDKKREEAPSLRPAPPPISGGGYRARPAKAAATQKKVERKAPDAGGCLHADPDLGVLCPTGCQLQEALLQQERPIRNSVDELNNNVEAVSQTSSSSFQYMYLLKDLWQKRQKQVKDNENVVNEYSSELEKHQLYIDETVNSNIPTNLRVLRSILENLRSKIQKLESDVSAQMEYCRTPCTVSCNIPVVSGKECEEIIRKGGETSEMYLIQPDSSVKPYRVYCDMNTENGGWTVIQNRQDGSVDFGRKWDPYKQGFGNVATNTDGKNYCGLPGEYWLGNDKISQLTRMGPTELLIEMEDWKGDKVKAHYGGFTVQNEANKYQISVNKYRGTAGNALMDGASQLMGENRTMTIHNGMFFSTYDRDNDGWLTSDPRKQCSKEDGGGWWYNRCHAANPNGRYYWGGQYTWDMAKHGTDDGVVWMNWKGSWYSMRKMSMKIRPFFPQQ
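assay system = human clot-derived fibrin DD(E) complex | quantity = Fibrin-DD(E) at 2 µM final | timing = 10 min preincubation, 3 h with tracer, room temperature | signal = fluorescence polarization | measure = percent inhibition | benchmarks = high control wells with 10 µM unlabelled Aha-Tn7 peptide (full inhibition) | replicates = singlicate testing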
KLK7 zymogen act = proKLK7 (human) activation, primary screen; purified proKLK7, EDANS-DABCYL substrate fluorescence; 100% is mature enzyme control, 0% vehicle; activation, % at 7 µM; actives 0.9% (n = 370,000); AID 652039;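 active = activation above the mean of all tested compounds plus 3 SD, computed per campaign excluding outliers beyond control limits, cut at about 13% in these data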
MBD2 inh = MBD2-methylated oligo binding inhibition; Q9UBB5; TR-FRET, MBD2 binding to methylated oligonucleotide; inhibition, % at 4.4 µM; actives 0.31% (n = 370,000); in the data active = inhibition above about 13%
DDE Tn6 FP inh = inhibitors of Tn6 peptide binding to human fibrin DD(E) | Fibrin DD(E) TRITC-Tn6 fluorescence polarization displacement | inhibition, % at 8.3 µM | actives 0.21% (n = 370,000) | AID 720509;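 active = inhibition above a per-campaign cutoff: mean of compounds within control limits plus 3 SD, cut at about 15% in these data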;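 note: 0% = median of all compound wells on the plate and 100% = blocking peptide control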
PLCb3 inh = PLC-beta3 (human) inhibition, primary screen; Q01970; Purified PLC-beta3, fluorogenic substrate, fluorescence; inhibition, % at 12.2 µM; actives 0.18% (n = 370,000); AID 720704; in the data active = inhibition above about 11%;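 note: 0% = median of compound wells on plate and 100% = full blocker control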
UHRF1 MBD2 ctr = UHRF1 methyl-DNA binding inhibition; Q96T88; UHRF1 binding to methylated oligo, TR-FRET; inhibition, % at 4.4 µM; actives 0.75% (n = 370,000); AID 687016; in the data active = inhibition above about 21%;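 note: UHRF1 SRA domain binding a hemimethylated CpG hairpin DNA probe; 0% = median of test compound wells and 100% = reference inhibitor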
Active calls of the source: *; i = inactive.

SMILES	ASAP1 inh	ADAM17 inh	ARFGAP1 inhibitor	PLC-gamma1 inh	Tn7 DDE FP	KLK7 zymogen act	MBD2 inh	DDE Tn6 FP inh	PLCb3 inh	UHRF1 MBD2 ctr
COc1ccccc1-c1n[nH]c(=S)n1-c1ccccc1	-1	0	-3	2	4	0.3	-1	-6	4	-1
CC1CCCC(C)N1C(=O)c1cc(F)c(F)cc1Cl (stereo not given)	-6	-3	7	0	2	-0.4	5	3	3	5
CC1(C)C(=O)NCCN1C(=O)CC1C(=O)NCCN1Cc1cccc(C(F)(F)F)c1 (stereo not given)	8	-6	-7	-23	4	0.0	0	-3	-25	-3
C=C(C)n1c(=O)n(Cc2ccccc2C)c2ccccc21	-5	-1	-5	-2	7	-0.1	2	9	-8	2
Cc1ccc(-c2nc3cccnc3s2)cc1NC(=O)C1c2ccccc2Oc2ccccc21	0	-9	-7	-12	-4	-0.5	-2	-10	-16	0
COc1ccc(C(=O)NC(=S)Nc2ccc(N3CCCC3)cc2)cc1	-2	-1	10	0	-5	-0.1	-1	4	-1	-2
O=C(CSc1nnc(Nc2ccccc2)s1)NN1C(=O)NC2(CCCCC2)C1=O	14	0	12	-4	2	-0.6	-2	-9	-2	4
CCN(CC(=O)NCc1cccs1)S(=O)(=O)c1c(F)cccc1F	-13	-3	5	0	1	0.2	0	2	-1	1
Cc1ccc(CNC(=O)C2C3C=CC4(CN(Cc5cccnc5)C(=O)C24)O3)cc1 (stereo not given)	12	-2	-12	0	0	-0.1	8	-12	0	5
CCOC(=O)C(CC)Sc1nc2c(cnn2-c2ccccc2)c(=O)[nH]1 (stereo not given)	5	0	-10	2	3	0.3	-1	2	0	0
Cc1ccc(-c2nc3ncccc3o2)cc1NC(=O)c1ccco1	13	-3	6	-1	1	-0.2	-1	7	-1	-3
COc1ccc(C(C(=O)NC2CCCC2)N(Cc2ccccc2)C(=O)CNC(=O)c2ccco2)cc1 (stereo not given)	4	1	0	4	3	-0.2	3	2	-7	1
Cc1cccc(/N=C/c2c(O)c3ccccc3oc2=O)n1	5	0	-8	-4	-5	-0.1	-4	8	0	0
CSCC[C@H](NC(=O)OC(C)(C)C)C(=O)N/N=C/c1c(C)[nH]c(=O)[nH]c1=O	3	-7	4	0	-4	-0.4	1	7	-2	4
Nc1nc(-c2ccco2)cs1	11	-8	5	-3	6	-0.1	4	0	-8	3
COc1cc(NC(=O)CN2CCCCC2C)c(C)cc1[N+](=O)[O-] (stereo not given)	-2	4	0	7	-6	-0.4	-2	4	5	4
COc1ncccc1-c1cnc2cccnn12	-5	-363	-5	i	-6	34*	5	7	i	0
O=C1N/C(=C/c2ccc(N3CCOCC3)o2)C(=O)N1c1cccc(Cl)c1	14	-3	-7	-12	3	6.8	-5	-1	-15	-2
CCOC(=O)c1nn(-c2ccc3ccccc3c2)cc1O	11	-7	15	-77	2	0.4	-1	-8	-121	-2
Cc1c(C(=O)Nc2ccc3c(c2)OCCO3)sc2ncnc(N3CCCCC3C)c12 (stereo not given)	1	0	3	-1	2	1.0	-3	-4	-7	1

Reprinted from the part before: 4 entries, then new ones.
SMILES	ASAP1 inh	ADAM17 inh	ARFGAP1 inhibitor	PLC-gamma1 inh	Tn7 DDE FP	KLK7 zymogen act	MBD2 inh	DDE Tn6 FP inh	PLCb3 inh	UHRF1 MBD2 ctr
COc1ncccc1-c1cnc2cccnn12	-5	-363	-5	i	-6	34*	5	7	i	0
O=C1N/C(=C/c2ccc(N3CCOCC3)o2)C(=O)N1c1cccc(Cl)c1	14	-3	-7	-12	3	6.8	-5	-1	-15	-2
CCOC(=O)c1nn(-c2ccc3ccccc3c2)cc1O	11	-7	15	-77	2	0.4	-1	-8	-121	-2
Cc1c(C(=O)Nc2ccc3c(c2)OCCO3)sc2ncnc(N3CCCCC3C)c12 (stereo not given)	1	0	3	-1	2	1.0	-3	-4	-7	1
O=C(Cc1ccc(Cl)cc1)NCC(=O)N1CCN(c2ccccc2)CC1	-13	-4	-3	1	-6	-0.4	-3	3	-7	-2
CCN(C(=O)COC(=O)c1cc(=O)c2ccccc2o1)c1c(N)n(Cc2ccccc2)c(=O)[nH]c1=O	-9	0	15	-4	-6	-0.1	-2	3	0	0
Cc1ccc(C)c(N2CCN(CC3CCCCC3)CC2)c1	10	-7	17	2	9	-0.2	6	-10	1	2
COc1ccc(CC(=O)OCC(=O)NC(=O)NC2CCCC2)cc1	6	-3	1	0	4	0.3	1	0	-5	-1
COc1cc(CCC(=O)NCC2CCCO2)cc(OC)c1OC (stereo not given)	3	1	11	0	-3	-0.3	-1	9	-10	4
CC[C@H](C)C(C(=O)N1CCN(C(=O)OC(C)(C)C)CC1)n1cc(C(CC(C)C)NC(=O)OC(C)(C)C)nn1 (stereo not given in full)	4	1	-2	1	3	1.2	-2	-2	1	1
COc1ccc(OC)c(NS(=O)(=O)c2cccs2)c1	-2	-4	0	-1	-5	0.5	-1	0	0	2
CCc1cccc2c(C(=O)CSc3nnc(-c4ccncc4)n3C)c[nH]c12	1	0	6	-5	-11	0.3	2	-1	-8	-2
Cc1cccc(-n2c(O)c(C=NCc3ccccn3)c3ccccc3c2=O)c1	8	-19	-11	-17	-2	3.5	-1	11	-19	1
COc1nc(OC)nc(N2CCC(C(=O)NC3CC3)CC2)n1	-2	-7	-5	-2	8	0.3	3	2	-4	2
C[C@H](NCc1c[nH]c2ccccc12)c1ccccc1	2	-3	-3	2	1	0.4	-2	6	-3	15
Cc1onc(-c2ccccc2Cl)c1C(=O)NCc1ccccc1	-8	-1	-8	-4	3	-0.5	-1	-5	-1	0
CNc1cccc(-c2ccc(N3CCN(C)CC3)nc2)n1	6	-132	7	-191	-6	9.4	-3	-2	-237	4
Cc1ccc(S(=O)(=O)N(C)CC(=O)O/N=C(\N)c2ccc([N+](=O)[O-])cc2)cc1	3	-1	-3	0	-1	0.1	-4	12	0	-2
CCO[C@@H]1OC(C(=O)N2CCN(Cc3ccccc3)CC2)=C[C@H](c2cn(C(C)=O)c3ccccc23)[C@H]1CCCO	14	0	-4	1	5	0.1	4	-2	-2	0
COc1cc(N/C(=N/S(=O)(=O)c2ccccc2)c2ccccc2)ncn1	3	-4	5	-2	1	0.3	4	-1	-1	3
CC1CCc2c(C(=O)NCc3cccnc3)csc2C1 (stereo not given)	0	2	5	-1	4	-0.2	4	-4	-2	3
O=C(Nc1ccc(S(=O)(=O)Nc2ncccn2)cc1)C12CC3CC(CC(C3)C1)C2	2	1	5	2	-5	0.2	3	-8	-4	-1
Cc1ccc(NC(=O)CN(c2ccccc2)S(=O)(=O)N(C)C)cc1	-4	-2	-9	-1	0	-0.1	1	1	0	7
Cc1cc(NS(=O)(=O)c2ccc(NC(=O)CCCOc3ccc(Cl)cc3)cc2)no1	2	-1	-2	1	-10	0.7	2	0	1	0

Structural class, the entries above with a tert-butyl group.
SMILES	ASAP1 inh	ADAM17 inh	ARFGAP1 inhibitor	PLC-gamma1 inh	Tn7 DDE FP	KLK7 zymogen act	MBD2 inh	DDE Tn6 FP inh	PLCb3 inh	UHRF1 MBD2 ctr
CSCC[C@H](NC(=O)OC(C)(C)C)C(=O)N/N=C/c1c(C)[nH]c(=O)[nH]c1=O	3	-7	4	0	-4	-0.4	1	7	-2	4
CC[C@H](C)C(C(=O)N1CCN(C(=O)OC(C)(C)C)CC1)n1cc(C(CC(C)C)NC(=O)OC(C)(C)C)nn1 (stereo not given in full)	4	1	-2	1	3	1.2	-2	-2	1	1

(list continues)
SMILES	ASAP1 inh	ADAM17 inh	ARFGAP1 inhibitor	PLC-gamma1 inh	Tn7 DDE FP	KLK7 zymogen act	MBD2 inh	DDE Tn6 FP inh	PLCb3 inh	UHRF1 MBD2 ctr
COc1cc(Br)cc(/C=C/c2ccc3cccc(O)c3n2)c1O	17	-4	7	-307	4	0.6	-3	-1	-430	-2
CCCc1[nH]n(-c2nc3ccccc3s2)c(=O)c1C=NCCCOC	1	5	5	11*	1	0.1	-4	-1	-2	2
CC(C)NC(=O)CCCn1c(=S)[nH]c2cc3c(cc2c1=O)OCO3	-14	3	-2	4	-2	-0.2	5	-1	3	-2
CC1CC2=C(NC(=S)NC2c2ccccc2F)/C(=C/c2ccccc2F)C1 (stereo not given)	-13	-2	-3	-6	1	-0.4	-6	1	-5	-5
O=C(CCSCCC(=O)NCc1ccco1)NCc1ccco1	9	-4	16	-3	4	0.8	5	-2	-1	-1
C[C@H](N)c1nnc(SCC(=O)N(C)C)o1	-4	2	-10	2	0	0.1	-6	10	5	-2
Cc1ccccc1CCNC(=O)C1CCCN(c2cnccn2)C1 (stereo not given)	9	-14	1	-21	-4	0.5	-1	-4	-41	1
C=CCn1c(SCc2ccccc2F)nc2cc(C(=O)O)ccc2c1=O	-2	-3	-3	0	-4	0.7	3	2	-5	-1
Cc1ccc(NC(=O)CCNS(=O)(=O)c2ccccc2F)cc1S(=O)(=O)N1CCOCC1	-11	1	8	-1	0	-0.7	-4	8	-5	0
CCOc1ccc(-n2cc(C(=O)Nc3cccc(OC)c3)c3cc(OC)c(OC)cc3c2=O)cc1	4	8	2	1	-11	-0.6	1	-10	0	0
Cc1c(C(=O)NC(C)c2ccccc2)c(-c2ccccc2)nn1-c1ccccc1 (stereo not given)	-3	5	-1	3	3	-0.2	-4	12	5	0
CN(C)CCNC(=O)c1csc(Nc2cccc3ccccc23)n1	21	-6	0	1	6	0.4	1	4	-11	-3
CCc1nnc(NC(=O)CCc2ccccc2OC)s1	10	1	15	-1	-4	0.6	-5	-8	-3	-2
CCN(CC(=O)Nc1ccc2c(c1)OCCO2)c1nc(-c2cccnc2)nc2ccccc12	-3	-5	10	-6	-5	-1.0	-6	-4	-6	1
CC(C)(C)c1ccc(-n2ncc3c2CCCC3NC(=O)CN2CCCCC2=O)cc1 (stereo not given)	-13	0	-13	7	1	-0.3	3	-3	-3	1
COc1ccccc1N1CCN(C(=O)c2ccc(-c3ccc(Cl)cc3)o2)CC1	-1	4	-5	-3	1	-0.2	-5	-3	-6	0
O=CN1CCCN(C(=O)CC2C(=O)NCCN2Cc2cccc(Oc3ccccc3)c2)CC1 (stereo not given)	-22	1	-4	-7	3	0.5	-3	4	-19	-6
CCCCCCCC1(C)NC(=O)N(CC(=O)Nc2cc(C)on2)C1=O (stereo not given)	-4	-3	2	-1	4	0.0	-2	4	1	0
CCOc1cc(C2C(C(=O)OCC(C)C)=C(C)N=C3SCCC(=O)N32)ccc1OC(C)=O (stereo not given)	6	0	18	-2	1	-0.3	5	3	-6	4
COc1ccccc1NC(=O)C(=O)NCCCN1CCCC1=O	-1	-3	1	0	4	0.2	-1	-4	1	0
CCOC(=O)c1sc(NC(=O)C2CC(=O)N(c3ccc4c(c3)OCCO4)C2)nc1C (stereo not given)	-5	-3	-16	-2	0	0.2	3	3	-12	1
COC(=O)C1=C(C)N(Cc2ccccc2)C(=NCc2ccccc2)N[C@H]1c1cccc(F)c1	6	-1	10	4	12	0.4	2	4	2	-1

Screens as filed in PubChem.
